Compound activity from PubChem.
Menin MLL FP TR: displaces Texas Red mutant MLL peptide from human menin | Menin + Texas Red MLL mutant peptide, fluorescence polarization | AID 1768 | 0.23% of 270,000 active | O00255 | Potency, µM (series often up to 61.6 µM), without a hit: at the top dose FP activity change, negative = inhibition, hits mostly inhibitors; active = well fitted inhibition curve with a large enough effect in the polarisation, with a control signal flat, not every such curve was filed as active; inconclusive = small, poorly fitted or top-dose-only effect, or effect the other way, or a change in a side signal; inactive = no such curve, though single readings can be large or run the other way; the % refers to the polarisation; note: potency is the fitted concentration of half-maximal effect; % of control where 0% means no effect; many of its hits are not listed in these tables
Target sequence (O00255 whole entry, looked up): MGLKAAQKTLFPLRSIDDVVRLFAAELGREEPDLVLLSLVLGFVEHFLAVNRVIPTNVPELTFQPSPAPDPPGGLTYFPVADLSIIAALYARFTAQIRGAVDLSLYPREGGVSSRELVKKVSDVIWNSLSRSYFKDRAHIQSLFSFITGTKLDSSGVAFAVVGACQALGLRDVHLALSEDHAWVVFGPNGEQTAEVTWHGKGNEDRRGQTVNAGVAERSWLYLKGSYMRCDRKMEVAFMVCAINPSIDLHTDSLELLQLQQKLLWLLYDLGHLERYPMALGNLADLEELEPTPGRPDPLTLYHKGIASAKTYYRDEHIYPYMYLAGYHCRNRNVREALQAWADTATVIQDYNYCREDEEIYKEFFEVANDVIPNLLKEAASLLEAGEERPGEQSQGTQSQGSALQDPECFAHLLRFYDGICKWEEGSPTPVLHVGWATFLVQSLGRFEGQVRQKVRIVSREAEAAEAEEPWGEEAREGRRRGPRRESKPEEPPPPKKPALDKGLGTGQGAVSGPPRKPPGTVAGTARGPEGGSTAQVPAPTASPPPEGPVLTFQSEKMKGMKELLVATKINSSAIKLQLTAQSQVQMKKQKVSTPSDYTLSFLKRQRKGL
RORgamma inh: blocks mouse ROR gamma transcriptional activity; 5.4% of 310,000 active; Drosophila S2 Gal4-RORgamma UAS-luciferase reporter, 20 h; P51450; Potency, µM (titrated, usually from 53.6 µM), for inactives: top-dose activity change, negative = inhibition, usual class: inhibitors; AID 2551; note: potency is the fitted concentration of half-maximal effect; % is set by controls: 0 for no effect and ±100 for the full control effect; nearly all actives have a fitted effect of over 60% in size
Target sequence (P51450 whole entry, looked up, the tested form may be a part): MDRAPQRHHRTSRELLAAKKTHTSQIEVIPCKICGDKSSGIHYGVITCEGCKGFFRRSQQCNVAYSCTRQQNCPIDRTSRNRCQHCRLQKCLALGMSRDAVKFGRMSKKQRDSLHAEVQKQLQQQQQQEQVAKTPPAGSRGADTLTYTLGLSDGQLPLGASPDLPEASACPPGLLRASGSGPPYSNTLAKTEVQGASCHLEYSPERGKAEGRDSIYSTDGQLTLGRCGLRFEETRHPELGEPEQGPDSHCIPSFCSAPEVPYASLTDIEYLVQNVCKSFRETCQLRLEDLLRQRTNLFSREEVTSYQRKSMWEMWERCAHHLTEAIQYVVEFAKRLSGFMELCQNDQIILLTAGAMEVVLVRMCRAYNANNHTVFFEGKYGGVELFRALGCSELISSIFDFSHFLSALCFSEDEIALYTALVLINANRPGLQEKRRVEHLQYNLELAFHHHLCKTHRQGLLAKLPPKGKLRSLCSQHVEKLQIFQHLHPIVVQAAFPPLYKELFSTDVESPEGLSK
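ROR gamma transcriptional activity was tracked as Gal4-UAS luciferase output in stably transfected Drosophila Schneider cells, with compound added 1 hr before 700 uM copper sulfate induction and a 20 hr ambient-temperature incubation.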
VP16 counter: inhibits Gal4-VP16 luciferase reporter, ROR gamma counter-screen. Drosophila S2 Gal4-VP16 UAS-luciferase, luminescence, 20 h. Potency, µM (series often up to 53.6 µM), for inactives: top-dose activity, negative = inhibition, most hits filed as inhibitors. 3.5% of 310,000 active;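 note: Gal4-VP16 expression switched on by copper sulfate through the metallothionein promoter; potency is the fitted concentration of half-maximal effect; % is set by controls: 0 for no effect and ±100 for the full control effect; nearly all actives have a fitted effect of over 50% in size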
NPC1 promoter act: activates the NPC1 promoter | Huh7 NPC1 promoter luciferase reporter, 24 h | Potency, µM (series often up to 9.22 µM), inactives show at the highest dose activation, actives largely listed as activators | 2.4% of 320,000 active | AID 485313;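 note: potency is the fitted concentration of half-maximal effect; % of control where 0% means no effect; nearly all actives have a fitted effect of over 60% in size; reporter is driven by a mutant NPC1 promoter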
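Stably transfected Huh7 (NPC1 promoter→luciferase), 1500 cells/well in Opti-MEM + 10% FBS, 2 h settle, then compound 24 h at 37 °C. Luminescence after 10 min with Amplite reagent.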
BRCA1 expr up: increases BRCA1 expression; 1.1% of 380,000 active; Potency, µM (doses to about 46.1 µM), for inactives: at the top dose activation, most hits filed as activators; MCF7-BRCA1-FFLuc reporter, luminescence, 48 h; response scale: scaled: vehicle 0%, 10 µM genistein 100%; note: potency is the fitted concentration of half-maximal effect; nearly all actives have a fitted effect of over 80% in size; some results filed as inactive show a strong effect at the top dose
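MCF7 cells carrying a BRCA1-firefly luciferase reporter (2000 cells/well, phenol-red free MEM) were attached for 2 h at 37 °C, then given compounds for 48 h. Luminescence was read 15 min after luciferase reagent; activity normalized to genistein (10 microM) and DMSO.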
ELG1 genotox: induces genotoxicity in HEK293T cells with luciferase-tagged ELG1 | HEK293T ELG1-luciferase reporter, luminescence, 16 h | Potency, µM (series often up to 46 µM), inactives show top-dose activity change, positive = activation, most hits filed as activators | 1.3% of 330,000 active | AID 504466; note: potency is the fitted concentration of half-maximal effect; % of control where 0% means no effect; nearly all actives have a fitted effect of over 60% in size
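HEK293T cells expressing luciferase-tagged ELG1 were exposed to compound or DMSO vehicle for 16 hr at 37 °C and 5% CO2. Luciferase activity was then measured with ONE-Glo after 30 min at room temperature.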
FLuc counter: counter-screen for miR-21 project: firefly luciferase inhibitors or activators. P08659. purified FLuc, Km substrates, luminescence inhibition. Potency, µM (doses to about 57.5 µM), for inactives: top-dose activity change, negative = inhibition, actives largely listed as inhibitors. 6.9% of 360,000 active. AID 588342;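 note: potency is the fitted concentration of half-maximal effect; plate controls were vehicle for no effect and reference inhibitor for full effect; nearly all actives have a fitted effect of over 55% in size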
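Biochemical qHTS of compounds, final roughly 60 µM downward over six points, against 10 nM purified firefly luciferase using Km concentrations of substrates (10 uM D-luciferin, 10 uM ATP) in Tris acetate pH 7.5 buffer; luminescence output.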
Giardia killer: Giardia lamblia killing; 0.15% of 340,000 active; activity change, % at 7.66 µM, hits read low; Giardia lamblia trophozoite viability; in the data active = activity change below about -80%; inconclusive = between about -30% and that limit;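 note: parasites exposed to compound for two days anaerobically before the ATP read; % is set by controls: 0 for no effect and ±100 for the full control effect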
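ATP-content bioluminescence gauges trophozoite survival. Cells (100/well) receive compound and incubate anaerobically for 48 hrs at 37 deg C; detection reagent follows for 15-30 min at room temperature.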
Rab9 promoter act: Rab9 promoter activation; 2.8% of 320,000 active; Potency, µM (doses to about 9.22 µM), for inactives: at the top dose activation, negative = inhibition, most hits filed as activators; Huh7 Rab9 promoter-luciferase reporter, luminescence, 24 h; note: potency is the fitted concentration of half-maximal effect; % of control where 0% means no effect; nearly all actives have a fitted effect of over 60% in size
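Huh7 reporter line, Rab9 promoter upstream of luciferase. Compound exposure 24 h at 37 °C in reduced-serum medium with 10% FBS. Read-out: luminescence.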
PKM2 activator: increases activity of human pyruvate kinase M2. purified PKM2, Kinase-Glo ATP luminescence, activation; response scale: 0% is enzyme alone, no compound. 0.34% of 260,000 active. AID 1631. P14618. Potency, µM (top dose mostly 57.5 µM), inactives show at the top dose activation, hits mostly activators; note: potency is the fitted concentration of half-maximal effect; % is set by controls: 0 for no effect and ±100 for the full control effect; nearly all actives have a fitted effect of over 55% in size
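Purified hPK-M2 (>95% pure) converted ADP (0.1 mM final) to ATP with 0.5 mM PEP in 50 mM imidazole pH7.2, KCl, MgCl2, Tween 20, BSA; 1 h at room temperature. ATP detected by Kinase-Glo luminescence.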
p53 reactivation: mutant p53 re-activation in reporter cells | H1299 p53-A138V BP100-luciferase reporter, luminescence, 24 h | 0.063% of 320,000 active | Potency, µM (titrated, usually from 92.2 µM), without a hit: at the highest dose activity change, positive = activation, actives largely listed as activators; note: potency is the fitted concentration of half-maximal effect; % of control where 0% means no effect; nearly all actives have a fitted effect of over 45% in size
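p53-null H1299 cells stably carrying temperature-sensitive p53-A138V and a BP100-luciferase reporter were pinned with compounds (4-point, 1:5 series) and held 24 hrs at 37 deg C. Luminescence was read 10 min after detection reagent.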
* marks the source's active call; other numbers are inactive results; ? = inconclusive; . = not tested or not shown; & = joins results of further samples; [ ] = dose if it differs, or a comment. Unless noted, calls come from the whole dose curve; as a rule, active = well fitted curve in the direction sought with a large enough effect; inconclusive = small, poorly fitted or top-dose-only effect, or another doubt; inactive = no such curve, though single readings can be large; an effect the other way counts as inactive or inconclusive.

Start of the listing, in advance (five entries):
Compound	Menin MLL FP TR	RORgamma inh	VP16 counter	NPC1 promoter act	BRCA1 expr up	ELG1 genotox	FLuc counter	Giardia killer	Rab9 promoter act	PKM2 activator	p53 reactivation
COc1cccc(Nc2nnc(SCc3nc4ccccc4s3)s2)c1	10%	2%	?	?	25%	15%	13µM*	15	?	4%	17%
Cc1cccn2cc(CCNS(=O)(=O)c3ccc4c(c3)OCCO4)nc12	-22%	-32%	5%	-1%	-4%	6%	3%	11	-1%	-1%	-3%
CCSc1nnc(-c2sc3nnc(-c4ccccc4)c(-c4ccccc4)c3c2N)o1	-16%	16%	2%	-2%	-1%	-8%	-1%	-15	-3%	-2%	-4%
Cc1ccc(COC(=O)c2cccc(S(=O)(=O)N3CCCCCC3)c2)cc1	.	.	.	1%	-6%	-7%	-1%	21	-1%	.	10%
COc1ccc(CCNC(=O)CC(Cc2ccccc2)C(=O)O)cc1OC (configuration not stated)	-29%	5%	2%	-2%	-12%	2%	-1%	0	-7%	.	-2%

All compounds of this part (from the top)
Compound	Menin MLL FP TR	RORgamma inh	VP16 counter	NPC1 promoter act	BRCA1 expr up	ELG1 genotox	FLuc counter	Giardia killer	Rab9 promoter act	PKM2 activator	p53 reactivation
COc1cccc(Nc2nnc(SCc3nc4ccccc4s3)s2)c1	10%	2%	?	?	25%	15%	13µM*	15	?	4%	17%
Cc1cccn2cc(CCNS(=O)(=O)c3ccc4c(c3)OCCO4)nc12	-22%	-32%	5%	-1%	-4%	6%	3%	11	-1%	-1%	-3%
CCSc1nnc(-c2sc3nnc(-c4ccccc4)c(-c4ccccc4)c3c2N)o1	-16%	16%	2%	-2%	-1%	-8%	-1%	-15	-3%	-2%	-4%
Cc1ccc(COC(=O)c2cccc(S(=O)(=O)N3CCCCCC3)c2)cc1	.	.	.	1%	-6%	-7%	-1%	21	-1%	.	10%
COc1ccc(CCNC(=O)CC(Cc2ccccc2)C(=O)O)cc1OC (configuration not stated)	-29%	5%	2%	-2%	-12%	2%	-1%	0	-7%	.	-2%
CC(C)C(=O)NCCc1nc2ccccc2n1CCCOc1ccc(Cl)cc1	-17%	?	?	-1%	-20%	-19%	?	3	2%	1%	3%
COC(=O)C(NC(C)=O)(Nc1cc(C)ccn1)C(F)(F)F (configuration not stated)	.	3%	2%	0%	-2%	-2%	-1%	-15	0%	3%	0%
CCCN[C@@H]1C(=O)N2C(C(=O)OCCC)=C(C)CS[C@H]12	14%	-1%	5%	2%	9%	0%	8%	-5	3%	2%	.
N=c1c[n+](N2CCOCC2)[n-]o1	12%&-1%	0%	-3%	3%[46.1 µM]	-2%	3%	-1%	6	0%[46.1 µM]	2%	-2%
O=C(COC(=O)c1ccco1)Nc1ccc2c(c1)OCCO2	4%	17%	-9%	-3%	23%	1%	2.4µM*	-10	1%	-4%	1%
CC(C)Oc1ccc(/C=C(\NC(=O)/C=C/c2ccco2)C(=O)NCCc2nc3ccccc3[nH]2)cc1	-3%	?	6%	-3%	3%	-8%	7%	2	1%	22%	6%
CCc1ccc(C(=O)NNC(=O)c2cccc(S(=O)(=O)N3CCN(C)CC3)c2)cc1	.	.	.	0%	1%	1%	2%	3	-5%	.	-2%
O=C(NC(NC(=S)Nc1cccc(C(=O)O)c1)C(Cl)(Cl)Cl)OCc1ccccc1 (configuration not stated)	?	13%	-2%	0%	8%	3%	-2%	-1	-1%	-1%	9%
COc1cc(NC(=S)NCCCN2CCOCC2)c(OC)cc1NC(=O)c1ccco1	2%	-1%	-10%	-5%	-8%	0%	2%	-8	-2%	-8%	-2%
Cc1cc(NC(=O)CSc2nnc(Cc3ccccc3)n2C)no1	-1%	0%	-3%	0%	0%	10%	4%	-7	2%	2%	-5%

Three compounds out of the list above, sorted by their value in NPC1 promoter act, low to high:
mol,NPC1 promoter act
CCSc1nnc(-c2sc3nnc(-c4ccccc4)c(-c4ccccc4)c3c2N)o1,-2%
COC(=O)C(NC(C)=O)(Nc1cc(C)ccn1)C(F)(F)F (configuration not stated),0%
Cc1ccc(COC(=O)c2cccc(S(=O)(=O)N3CCCCCC3)c2)cc1,1%

(continued)
Compound	Menin MLL FP TR	RORgamma inh	VP16 counter	NPC1 promoter act	BRCA1 expr up	ELG1 genotox	FLuc counter	Giardia killer	Rab9 promoter act	PKM2 activator	p53 reactivation
O=C(NCCOc1ccccc1F)C1CC(=O)N(c2ccc3c(c2)OCCO3)C1 (configuration not stated)	.	.	.	0%	-2%	2%	4%	6	-5%	.	1%
COc1ccc([N+](=O)[O-])cc1NC(=O)CCN1CCN(c2ccccc2OC)CC1	-5%	15%	?	3%	-36%	9%	-2%	-6	-3%	-1%	-3%
CC1(C(=O)NCc2ccc(F)cc2)Oc2ccccc2NC1=O (configuration not stated)	20%	-57%	0.32µM*	12%	3%	-2%	-3%	0	0%	2%	-3%
CC(NC(=O)c1ccc(S(=O)(=O)N(C)C)cc1)c1ccc(-n2ccnc2)cc1 (configuration not stated)	5%	8%	-7%	-4%	-7%	-3%	0%	-19	2%	1%	2%
COc1cccc(NC(=O)CSc2nncn2N)c1	12%	-13%	6%	11%	0%	1%	-2%	13	3%	-8%	-3%
CCn1c(SC)nnc1-c1nn(-c2ccccc2)ccc1=O	-19%	26%	-12%	0%	0%	0%	-2%	16	-8%	6%	-3%
O=C(Nc1ccc(N2CCN(C(=O)c3ccc(Cl)cc3)CC2)cc1)c1ccc(Br)o1	?	36%	5%	7%	-22%	-7%	-2%	1	-6%	-17%	3%
CC(C)OC(=O)CC1C(=O)NCCN1C(=S)NC(=O)c1ccccc1Cl (configuration not stated)	5%	-6%	-7%[10 µM]	-7%	6%	-1%	-2%	-9	-2%	-2%	-4%
Cn1cc(C=O)c(-c2ccc3c(c2)OCCCO3)n1	3%	19%	?	3%	?	?	?	-17	-2%	-4%	21%
Cc1cc(NC(=O)CSc2nnc(-c3ccncc3)n2N)ccc1Br	9%	32%	-2%	-2%	-19%	-5%	-5%	-13	2%	-2%	-8%
Cc1ccc(-n2ncc3c2CC(C)(C)CC3NC(=O)Cc2c(C)noc2C)cc1 (configuration not stated)	.	?	?	-9%	-12%	-5%	3%	20	-11%	2%	-1%
O=[N+]([O-])c1cnc(Nc2ccccc2)nc1Nc1ccccc1	14%	?	-8%	0%	-25%	2%	0%	-14	1%	.	0%
CN1CCN(C(=O)c2cc3nc(-c4ccc(Cl)cc4)cc(C(F)(F)F)n3n2)CC1	3%	?	9%	-3%	-37%	-2%	7%	11	9%	-4%	-5%
O=C(N/N=C\c1ccc([N+](=O)[O-])s1)C1COc2ccccc2O1 (configuration not stated)	?	3.5µM*	2.8µM*	?	-65%	-14%	4%	-85*	1.1µM*	6%	?
FC(F)(F)c1nc2ccccc2nc1N/N=C\c1ccccc1	?	3.5µM*	13µM*	0%	-20%	1%	15µM*	-3	7%	-1%	-4%

Other records follow.
Compound	Menin MLL FP TR	RORgamma inh	VP16 counter	NPC1 promoter act	BRCA1 expr up	ELG1 genotox	FLuc counter	Giardia killer	Rab9 promoter act	PKM2 activator	p53 reactivation
CCN(Cc1ccccc1)Cc1c(C)[nH]c2c(C)c(C)ccc2c1=O	0%	-1%	-1%	-1%	-15%	-5%	8%	-3	9%	2%	2%
COc1cc(C(=O)Nc2c(C(=O)O)[nH]c3ccccc23)cc(OC)c1OC	?	-13%	-2%	6%	-30%	0%	?	-7	0%	.	11%
C/C(=N\NC(=O)Cn1c(-c2ccccn2)nc2ccccc21)c1ccccc1	0%	0%	0%	3%	-20%	-1%	?	14	-6%	1%	3%
COc1ccc(C2NC(=O)NC(c3ccccc3)=C2c2nc3ccccc3s2)cc1 (configuration not stated)	?	1%	-7%	-1%	-54%	-18%	-2%	-7	-7%	-2%	-10%
C/C(NC(=O)c1ccccc1)=C1/C(=O)CC2C1C2(C)C (configuration not stated)	-1%	36%	-9%	29%	11µM*	?	15µM*	-1	?	5%	?
COc1ccccc1N1CCN(C(=O)c2oc3ccc(Br)cc3c2C)CC1	-15%	0%	-9%	-22%	-100%[inhibitor]	-3%	1%	16	-21%	-19%	4%
O=C(NCC1CCCO1)c1ccc2c(c1)N(Cc1ccccc1)C(=O)CS2 (configuration not stated)	-17%	2%	6%	0%	-20%	0%[9.26 µM]	0%	8	-1%	.	11%
CC12CCC(C(=O)Nc3ccc4c(c3)OCCO4)(OC1=O)C2(C)C (configuration not stated)	-3%	26%	14%	3%	14%	?	?	-13	3%	2%	17%
Cc1ccc(S(=O)(=O)Nc2ncccn2)cc1	6%	1%	9%	2%	21%	0%	0%	4	2%	26%	14%

Not all compounds are listed; count on the stated rates, not on these rows.
